Fam108B inh: Fam108B inhibition, counter-screen for RBBP9 inhibitors | recombinant Fam108B, FP-Rh probe fluorescence polarization | inhibition, % at 9.51 µM | 300,000 compounds, 0.33% hits | AID 1947;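 active = inhibition above the screen mean inhibition plus 3 SD, computed separately per campaign, cut at about 18% in these data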;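 note: inhibitors lower polarization as less probe binds the enzyme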
pPAFAH inh: pPAFAH (human) enzyme inhibition; Q13093; recombinant pPAFAH, FP-rhodamine probe fluorescence polarization; inhibition, % at 3.39 µM; 330,000 compounds, 1.5% hits; AID 463082;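 active = inhibition above the mean inhibition across the screen plus 3 SD, cut at about 25% in these data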;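 note: inhibitors block binding of the rhodamine activity-based probe so polarization drops; 0% = enzyme with DMSO and 100% = wells lacking pPAFAH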
Target sequence (Q13093 whole entry, looked up): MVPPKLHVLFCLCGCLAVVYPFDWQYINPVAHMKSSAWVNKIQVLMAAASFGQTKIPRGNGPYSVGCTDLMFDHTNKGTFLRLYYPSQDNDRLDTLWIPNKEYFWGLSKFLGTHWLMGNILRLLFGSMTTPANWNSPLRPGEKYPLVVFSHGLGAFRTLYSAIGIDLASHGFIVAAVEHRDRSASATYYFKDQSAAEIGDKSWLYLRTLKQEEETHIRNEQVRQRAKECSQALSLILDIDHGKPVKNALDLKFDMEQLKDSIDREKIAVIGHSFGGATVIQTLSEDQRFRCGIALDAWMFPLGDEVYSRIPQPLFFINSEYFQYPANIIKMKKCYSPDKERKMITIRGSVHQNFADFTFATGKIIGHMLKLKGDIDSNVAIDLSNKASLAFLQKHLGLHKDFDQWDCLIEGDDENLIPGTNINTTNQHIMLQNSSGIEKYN
LYPLA1 counter: counter-screen for PME1 inhibitors: inhibitors of human LYPLA1. 320,000 compounds, 0.16% hits. recombinant LYPLA1, FP-Rh probe fluorescence polarization. O75608. inhibition, % at 5.9 µM;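 active = inhibition above the mean of all tested compounds plus 3 SD, set per campaign, cut at about 14% in these data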;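 note: inhibitors block serine hydrolase probe labeling of LYPLA1 so polarization falls; 0% = enzyme with DMSO and 100% = wells lacking LYPLA1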
PAD4 inh: inhibitors of human PAD4. recombinant PAD4, RCA probe fluorescence polarization. inhibition, % at 6.36 µM. 330,000 compounds, 0.41% hits;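 active = percent inhibition above a cutoff equal to the mean of all tested compounds plus 3 SD, cut at about 15% in these data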;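 note: 0% = PAD4 with RCA probe and DMSO and 100% = probe without PAD4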
PAFAH2 inh: PAFAH2 (human) inhibition; Q99487; recombinant PAFAH2, FP-rhodamine activity probe, fluorescence polarization; inhibition, % at 3.39 µM; 340,000 compounds, 0.99% hits; AID 492956;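 active = inhibition above the mean over all tested compounds plus 3 SD, cut at about 30% in these data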;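 note: inhibitors block probe labeling of enzyme so polarization drops; 0% = enzyme with DMSO and 100% = wells lacking PAFAH2 protein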
PAFAH1B2 inh: blocks human PAF acetylhydrolase 1b catalytic subunit 2; recombinant PAFAH1B2, FP-rhodamine activity probe, fluorescence polarization; inhibition, % at 3.39 µM; 340,000 compounds, 1.2% hits;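 active = inhibition above the mean of all tested compounds plus 3 SD, cut at about 24% in these data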;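 note: 0% = enzyme with DMSO and 100% = wells lacking PAFAH1B2; many of its hits are not listed in these tables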
PME-1 inh: PME-1 (human) inhibition. Q9Y570. recombinant PME-1, FP-Rh probe fluorescence polarization. inhibition, % at 5.9 µM. 320,000 compounds, 0.53% hits. AID 2130;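 active = inhibition above the campaign mean of all compounds plus 3 SD, cut at about 26% in these data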;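 note: competitive labeling of PME-1 active site by serine hydrolase directed probe; 0% = PME-1 with DMSO and 100% = wells lacking PME-1 enzyme; inhibitors block probe labeling so polarization falls and inhibition rises; many of its hits are not listed in these tables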
GSTO1 counter: counter-screen for RBBP9 inhibitors: inhibitors of human GSTO1; recombinant GSTO1, activity-based probe fluorescence polarization; 300,000 compounds, 1.1% hits; inhibition, % at 5.96 µM; P78417;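 active = inhibition above the campaign mean inhibition plus 3 SD, cut at about 35% in these data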;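 note: 0% = GSTO1-1 with DMSO and 100% = wells lacking GSTO1-1 enzyme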
Target sequence (P78417 whole entry, looked up): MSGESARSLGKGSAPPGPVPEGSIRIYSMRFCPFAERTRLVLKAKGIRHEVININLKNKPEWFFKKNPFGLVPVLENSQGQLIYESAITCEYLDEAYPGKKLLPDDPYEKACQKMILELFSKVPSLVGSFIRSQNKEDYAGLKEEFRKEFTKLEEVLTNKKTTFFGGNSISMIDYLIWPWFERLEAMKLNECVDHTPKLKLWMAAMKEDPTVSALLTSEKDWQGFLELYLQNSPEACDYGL
PAFAH1B3 FP inh: inhibitors of human PAFAH1B3; recombinant PAFAH1B3, FP-rhodamine probe, fluorescence polarization; inhibition, % at 3.39 µM; 340,000 compounds, 0.28% hits; AID 492972;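 active = inhibition above the screen-wide average of all tested compounds plus 3 SD, cut at about 25% in these data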;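 note: 0% = enzyme with DMSO only and 100% = wells lacking PAFAH1B3 protein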
Target sequence (Q15102 whole entry, looked up): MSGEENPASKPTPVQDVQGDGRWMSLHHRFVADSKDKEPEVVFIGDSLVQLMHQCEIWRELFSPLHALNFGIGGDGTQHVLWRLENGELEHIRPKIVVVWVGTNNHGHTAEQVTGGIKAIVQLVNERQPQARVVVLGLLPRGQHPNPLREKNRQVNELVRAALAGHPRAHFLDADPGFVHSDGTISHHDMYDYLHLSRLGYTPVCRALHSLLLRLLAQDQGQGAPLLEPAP
Starred values were filed as active, the others as inactive; nt = no result given.

SMILES	Fam108B inh	pPAFAH inh	LYPLA1 counter	PAD4 inh	PAFAH2 inh	PAFAH1B2 inh	PME-1 inh	GSTO1 counter	PAFAH1B3 FP inh
COCc1cc(C)nc(OCC(=O)N/N=C/c2ccc(C)o2)c1C#N	-2	3	-2	-7	-4	0	-1	5	1
COc1ccc(/C=N/N2CCOCC2)cc1OCc1ccccc1	-1	-2	0	-10	1	5	-4	-2	3
COc1ccc(C(=O)CC2(C(=O)O)CCCCC2)cc1	-3	3	-1	-2	-4	6	-4	-2	7
O=C(Nc1ccc(C(F)(F)F)cc1)C1CCCN1S(=O)(=O)c1cccc2cccnc12 (centres undefined)	2	4	-4	-5	3	2	0	7	-2
CC(=O)NCC1COc2ccccc2O1 (centres undefined)	-2	-3	-1	-4	-2	2	-4	6	-7
C/C(CC(=O)NC1CCCCC1)=N\NC(=O)c1ccc(Br)cc1	2	4	5	1	-2	5	2	1	6
C/C(=N\NC(=O)CNC(=O)c1ccccc1Br)c1ccco1	4	8	-1	0	-6	2	-9	7	8
O=C(CN1CCCc2ccccc21)NCc1ccccc1Cl	-1	1	-4	-8	0	2	1	-3	7
O=C(CN1C(=O)c2ccccc2C1=O)Nc1cccc(S(=O)(=O)Nc2ccccc2Cl)c1	-5	6	-2	1	0	0	1	15	6
COc1ccc(OC)c(-c2nn(-c3ccccc3)cc2C(=O)NCC(c2cccs2)N2CCOCC2)c1 (centres undefined)	-3	4	1	-3	-7	-2	-1	1	6
Cc1ccc(-n2nc(CN3CCOCC3)c(-c3ccccc3)c2N)c(C)c1	-1	-1	-7	-2	-10	1	-13	15	3
CCOC(=O)N1CCN(C(=O)C(C)(C)Oc2ccc(Cl)cc2)CC1	-2	-2	3	-1	-2	9	2	3	2
CCN(CC)CCSc1nnc(Nc2ccccc2)n1-c1ccccc1	1	1	-1	-4	5	4	2	4	4
CCN(CC)C(=O)[C@H]1CC(CC(=O)NCCN2CCOCC2)C(=O)N2CCc3c([nH]c4ccc(OC)cc34)[C@]12C (some centres undefined)	nt	-2	nt	-3	-1	1	nt	nt	10
Cc1ccnc(NC(=O)CNC(=O)c2ccc3ccccc3c2)c1	-4	1	2	0	1	8	0	5	2
O=C(O)c1cc(NN=C2CCN(Cc3ccccc3)CC2)ccc1Cl	-2	3	3	-4	-3	5	-4	18	5
CS(=O)(=O)N1CCN(c2ccc(NC(=O)COc3ccccc3)cc2)CC1	3	4	0	3	nt	nt	-2	-7	nt
CCS(=O)(=O)c1ccc2oc(Nc3ccccc3Br)nc2c1	2	0	2	1	10	5	2	11	6
CC(=O)O/N=C/c1c(NCc2ccccc2)nc2c(C)cccn2c1=O	2	1	-1	-5	nt	nt	2	0	nt
Cc1nn(C)c(NC(=O)c2ccc(Cl)cc2)c1Cl	10	2	3	-3	2	4	-3	6	1
CCN(CCNC(=O)C1CCN(S(=O)(=O)CC)CC1)c1ccccc1	1	2	-1	-7	5	1	-2	7	-3
O=C(NCc1nnnn1-c1ccc(F)c(F)c1)C(=O)c1c[nH]c2ccccc12	4	-3	3	-2	3	8	2	-4	10
Cn1c(=O)[nH]c(Nc2ccccc2)c([N+](=O)[O-])c1=O	-4	-1	2	-4	-5	-1	-1	-2	1
COc1cc(-c2nn3c(Cc4ccccc4)nnc3s2)cc(OC)c1OC	0	6	0	0	6	0	6	-10	4
CCOC(=O)c1oc2ccccc2c1NC(=O)c1cc(OC)cc(OC)c1	-4	1	-8	-1	3	1	-3	5	-1
CCC(=O)Nc1cccc(-n2nnnc2SCC(=O)N(C(C)C)C(C)C)c1	-1	-4	-3	4	-6	3	-9	0	6
COCCN(Cc1cc2cc(C)cc(C)c2nc1Cl)C(=O)Nc1ccccc1	1	0	-3	1	-3	0	-10	7	7
CCOc1ccccc1N(C(=O)CNS(=O)(=O)c1ccccc1)C(CC)C(=O)NCc1ccco1 (centres undefined)	2	1	-1	-3	15	7	-3	0	3
O=C1/C(=C/c2ccc(F)cc2)SC(=S)N1NS(=O)(=O)c1ccccc1	-6	9	-3	-10	-1	8	-2	2	4
Cc1ccc(S(=O)(=O)NCC(c2ccccc2)N2CCN(CCC#N)CC2)cc1 (centres undefined)	0	10	2	-3	0	6	0	1	2
O=C(Cn1nc(-c2ccccc2)ccc1=O)NCC1CCCO1 (centres undefined)	0	2	-3	-3	-5	-4	1	5	3
CCOC(=O)c1[nH]cnc1C(=O)N[C@@H](C)c1ccccc1	nt	3	-1	0	8	4	-2	nt	10
Cc1c(NC(=O)OCCNC(=O)Nc2ccccc2)sc(=S)n1C	-1	4	1	-9	-4	2	-3	-4	3
Cc1cc(C)cc(NC(=O)C(NCCN2CCOCC2)c2ccccc2)c1 (centres undefined)	-2	0	-3	2	1	2	-4	2	0
COc1ccc2cc(CN(CCCN3CCOCC3)Cc3nnnn3C3CCCC3)c(=O)[nH]c2c1	-2	5	0	0	3	4	6	4	-1
O=C(CCCSc1nc2ccccc2[nH]1)NC1=NCCS1	4	1	3	-3	4	0	4	5	-2
C/C(=N\NC(=O)c1nnn(-c2nonc2N)c1CSc1ccccc1)c1ccc2c(c1)OCO2	1	-4	-3	0	-3	-1	-1	-4	-2
N#Cc1ccc(Cn2ccnc2C(=O)Nc2ccccc2)cc1	-6	-7	-7	0	9	0	3	3	6
CC(=O)C1=C(C)OC(N)=C(C#N)C1c1cc2cccc(C)c2nc1Cl (centres undefined)	0	3	2	-4	-1	7	1	0	5
CCC(C)(C)NC(=O)CC(c1ccc(OC)cc1)n1cccc1 (centres undefined)	2	4	3	0	3	5	5	0	2
C=CCN1CCN(C(=O)CSc2ccccc2)CC1	5	-2	-2	1	2	-3	-3	9	-1
Cc1c(C(=O)CN2CCCC(C)(C)C2)c2ccccc2n1C	-7	2	-1	2	-8	4	-9	7	12
Cc1ccc(NC(=S)Nc2ccc3cn[nH]c3c2)cc1C	0	-1	11	5	-4	3	2	6	4
CS(=O)(=O)Nc1ccc(-c2cc(/C=C3\SC(N)=NC3=O)c[nH]c2=O)cc1	-3	2	1	0	0	-2	6	0	6
Cc1cccc(CSC(=N)N)c1	-2	1	-2	2	-4	2	-4	1	4
COc1ccc(NC(=O)CC(C)CC(=O)NCc2ccc(F)cc2)c(OC)c1 (centres undefined)	1	2	-1	-1	1	1	-3	11	8
CN(C)c1ccc(C(=O)Nc2ccc(S(=O)(=O)NC3=NCCCCC3)cc2)cc1	6	6	0	1	-10	2	-6	-24	6
Cc1ccc(S(=O)(=O)/N=C(/c2ccc(F)cc2)N2CCCC2)cc1	1	-3	-3	-5	2	5	9	3	-1

Part of the list above in order of SMILES length, smallest number first.
SMILES	Fam108B inh	pPAFAH inh	LYPLA1 counter	PAD4 inh	PAFAH2 inh	PAFAH1B2 inh	PME-1 inh	GSTO1 counter	PAFAH1B3 FP inh
Cc1cccc(CSC(=N)N)c1	-2	1	-2	2	-4	2	-4	1	4
C=CCN1CCN(C(=O)CSc2ccccc2)CC1	5	-2	-2	1	2	-3	-3	9	-1
O=C(CCCSc1nc2ccccc2[nH]1)NC1=NCCS1	4	1	3	-3	4	0	4	5	-2
N#Cc1ccc(Cn2ccnc2C(=O)Nc2ccccc2)cc1	-6	-7	-7	0	9	0	3	3	6
O=C(Cn1nc(-c2ccccc2)ccc1=O)NCC1CCCO1 (centres undefined)	0	2	-3	-3	-5	-4	1	5	3
Cc1c(C(=O)CN2CCCC(C)(C)C2)c2ccccc2n1C	-7	2	-1	2	-8	4	-9	7	12
CCC(C)(C)NC(=O)CC(c1ccc(OC)cc1)n1cccc1 (centres undefined)	2	4	3	0	3	5	5	0	2
Cc1c(NC(=O)OCCNC(=O)Nc2ccccc2)sc(=S)n1C	-1	4	1	-9	-4	2	-3	-4	3
CCOC(=O)c1[nH]cnc1C(=O)N[C@@H](C)c1ccccc1	nt	3	-1	0	8	4	-2	nt	10
Cc1cc(C)cc(NC(=O)C(NCCN2CCOCC2)c2ccccc2)c1 (centres undefined)	-2	0	-3	2	1	2	-4	2	0
Cc1ccc(S(=O)(=O)/N=C(/c2ccc(F)cc2)N2CCCC2)cc1	1	-3	-3	-5	2	5	9	3	-1
CC(=O)C1=C(C)OC(N)=C(C#N)C1c1cc2cccc(C)c2nc1Cl (centres undefined)	0	3	2	-4	-1	7	1	0	5
O=C1/C(=C/c2ccc(F)cc2)SC(=S)N1NS(=O)(=O)c1ccccc1	-6	9	-3	-10	-1	8	-2	2	4
CN(C)c1ccc(C(=O)Nc2ccc(S(=O)(=O)NC3=NCCCCC3)cc2)cc1	6	6	0	1	-10	2	-6	-24	6
CS(=O)(=O)Nc1ccc(-c2cc(/C=C3\SC(N)=NC3=O)c[nH]c2=O)cc1	-3	2	1	0	0	-2	6	0	6
COc1ccc2cc(CN(CCCN3CCOCC3)Cc3nnnn3C3CCCC3)c(=O)[nH]c2c1	-2	5	0	0	3	4	6	4	-1
C/C(=N\NC(=O)c1nnn(-c2nonc2N)c1CSc1ccccc1)c1ccc2c(c1)OCO2	1	-4	-3	0	-3	-1	-1	-4	-2

Source: PubChem (The Scripps Research Institute Molecular Screening Center)

These rows are one share of the data; count on the stated rates, not on these rows.
